High-throughput results as filed in PubChem BioAssay.
DT40 TDP1 CPT: DT40-hTDP1 cell growth loss with CPT; chicken DT40 Tdp1-/-;hTDP1 cells + 20 nM CPT, ATP luminescence, 48 h; Potency, µM (doses to about 46.2 µM), for the others: at the highest dose activity change, negative = growth inhibition, most hits filed as inhibitors; hit rate 12% among 420,000; AID 686979; also: nearly all actives have a fitted effect of over 55% in size
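Chicken DT40 Tdp1-/- cells stably complemented with human TDP1 were seeded at 400 cells/well in medium containing 20 nM camptothecin, exposed to pin-transferred compounds, and grown at 37 °C for at least 48 hr. Viability was read as ATP luminescence.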
DT40 TDP1 no CPT: qHTS for Inhibitors of human tyrosyl-DNA phosphodiesterase 1 (TDP1): qHTS in cells in absence of CPT; DT40 Tdp1-/- hTDP1 cells, no CPT, ATP luminescence, 48 h; Potency, µM (doses to about 46.2 µM), without a hit: at the highest dose activity change, negative = growth inhibition, usual class: inhibitors; hit rate 15% among 420,000; AID 686978, 2013; also: nearly all actives have a fitted effect of over 55% in size
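Seeded 400 DT40-hTDP1 cells/well (vehicle DMSO, no 20 nM CPT); pinned compounds; ≥48 hr at 37 °C; CellTiter-Glo luminescence as viability measure.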
KAT2A inh: GCN5L2 (KAT2A) acetyltransferase inhibition | GCN5L2 HAT assay, ThioGlo1 CoA-SH fluorescence | AID 504327 | hit rate 0.21% among 390,000 | Potency, µM (series often up to 58.9 µM), without a hit: at the highest dose activity change, negative = inhibition, most hits filed as inhibitors | Q92830
Target sequence (Q92830 whole entry, looked up): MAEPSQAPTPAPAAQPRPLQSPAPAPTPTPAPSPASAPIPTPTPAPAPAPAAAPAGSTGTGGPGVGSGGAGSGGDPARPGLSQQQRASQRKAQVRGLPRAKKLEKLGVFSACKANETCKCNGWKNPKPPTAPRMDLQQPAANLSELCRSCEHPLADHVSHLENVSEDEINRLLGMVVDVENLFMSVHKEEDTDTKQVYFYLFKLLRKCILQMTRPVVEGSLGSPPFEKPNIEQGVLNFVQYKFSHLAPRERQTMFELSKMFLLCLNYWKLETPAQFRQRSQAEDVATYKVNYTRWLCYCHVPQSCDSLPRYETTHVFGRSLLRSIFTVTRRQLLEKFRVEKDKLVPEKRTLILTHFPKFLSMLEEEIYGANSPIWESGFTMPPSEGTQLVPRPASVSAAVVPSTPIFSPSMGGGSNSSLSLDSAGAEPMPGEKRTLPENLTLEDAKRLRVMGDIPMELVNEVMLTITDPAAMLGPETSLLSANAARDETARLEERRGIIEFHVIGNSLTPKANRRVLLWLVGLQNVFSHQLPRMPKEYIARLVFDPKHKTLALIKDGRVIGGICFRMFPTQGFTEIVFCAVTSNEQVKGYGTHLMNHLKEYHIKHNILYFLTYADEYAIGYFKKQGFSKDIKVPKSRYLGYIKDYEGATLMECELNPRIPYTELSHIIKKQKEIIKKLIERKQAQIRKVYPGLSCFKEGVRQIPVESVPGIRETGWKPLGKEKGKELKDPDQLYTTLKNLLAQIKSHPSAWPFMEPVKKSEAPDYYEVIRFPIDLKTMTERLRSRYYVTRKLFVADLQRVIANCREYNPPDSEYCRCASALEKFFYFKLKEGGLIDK
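qHTS, 1536-well. 20nM enzyme, pH 7.5 HEPES/EDTA/Tween-20 buffer; 15 min compound preinc., RT. Start: 75uM H3(1-25), 70uM AcCoA, 50uM ThioGlo1. Read Ex340/Em540 at t=0 (autofluorescence flag) and t=20 min.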
* marks the source's active call; other numbers are inactive results; ? = inconclusive; · = not tested or not shown; & = joins results of further samples. Calls follow the shape of the dose curve; as a rule, active = well fitted curve in the direction sought with a large enough effect; inconclusive = small, poorly fitted or top-dose-only effect, or another doubt; inactive = no such curve, though single readings can be large; an effect the other way counts as inactive or inconclusive. % is scaled to controls: 0 for no effect and ±100 for the full control effect; potency is read from the fitted curve at half-maximal effect.

molecule | DT40 TDP1 CPT | DT40 TDP1 no CPT | KAT2A inh
CCCCCCCCCn1ccc(=N)cc1 | 0.23µM* | 0.15µM* | -7%
CCOc1ccccc1C(=O)NCc1ccc2c(c1)OCO2 | -29% | -23% | 1%
O=C(CS(=O)(=O)c1cccc2nsnc12)Nc1ccc(F)cc1 | -20% | ? | 14%
Oc1ccc(C[C@H]2CNC(=S)N2CC2CCCN2C[C@H](Cc2ccccc2)N2C[C@H](Cc3ccc(O)cc3)N(CC3CCCCCC3)C2=S)cc1 (stereo not given in full) | ? | ? | ·
CCOC(=O)Cc1nnc(NC(=O)CSc2nnc3c4ccccc4n(C)c3n2)s1 | -22% | -9% | -8%
CC1=NS(=O)(=O)NC(C)(C)C1 | 5% | 1% | ·
CC1CN(C(=O)COC(=O)c2ccc3ccccc3c2)CC(C)O1 (stereo not given) | 10% | 1% | ·
O=C(CC1NCCN(Cc2ccccc2)C1=O)Nc1ccc(Cl)cc1 (stereo not given) | -22% | ? | -3%
COc1ccc(CN(Cc2ccccc2)C(=O)c2ccc(NC(C)=O)cc2)cc1COc1ccc(NC(C)=O)cc1 | ? | ? | ·
COC(=O)C(C(=O)OC)c1ccccc1NS(=O)(=O)c1c(C)cc(C)cc1C | 16µM* | 21µM* | ·
Cc1ccc(C(=O)NC2CCS(=O)(=O)C2)cc1S(=O)(=O)N1CCOCC1 (stereo not given) | -18% | -8% | 1%
O=C(CC1(O)C(=O)N(CCc2ccccc2)c2ccc(Br)cc21)c1ccccc1O (stereo not given) | 5.2µM* | 5.8µM* | -23%
Cn1cc([N+](=O)[O-])c(C(=O)Nc2ccn(Cc3c(F)c(F)cc(F)c3F)n2)n1 | -15% | -1% | -7%
O=C(Cc1ccccc1)NC(Nc1cccc2ccccc12)C(Cl)(Cl)Cl (stereo not given) | ? | 26µM* | 1%
Cc1cccn2c(=O)c3cc(C(=O)NCCCN4CCCC4=O)n(C)c3nc12 | -21% | ? | -11%
Fc1ccc(CNc2nc(-c3cccnc3)nc3ccccc23)cc1 | ? | 18µM* | -7%
COc1ccc(NC(=O)c2cc3ccccc3cc2OC)cc1 | 29µM* | ? | -6%
Cc1ccc(/C=N/NC(=O)C2(O)c3ccccc3-c3ccccc32)o1 | -15% | -1% | -2%
CCc1ccccc1Nc1sc(C(=O)c2ccccc2)c(N)c1S(=O)(=O)c1ccccc1 | ? | ? | -11%
Cc1cc(NC(=O)c2cc(-c3ccccn3)nc3c(Cl)cccc23)no1 | -18% | -14% | -6%
Cc1ccccc1/C=C1\Oc2ccccc2C1=O | ? | ? | -14%
Cn1c(SCC(=O)NC2CCCC2)nc2c(c1=O)SCC2 | -15% | 15% | -4%
O=C(c1ccc2c(=O)n3c(nc2c1)CCCCC3)N1CCN(c2ccc(Cl)cc2)CC1 | 23µM* | 18µM* | ?
COCCNC(=O)C(OC(=O)c1ccco1)c1ccc(OC)cc1 (stereo not given) | 11% | -15% | ·
Cc1ccc(CN2CCN(/N=C/c3cccnc3)CC2)cc1 | -8% | -29% | 29%
O=C(NCc1ccco1)C(c1ccc(F)cc1)N(C(=O)Cc1cccs1)c1cccnc1 (stereo not given) | -5% | -20% | -5%
CCn1c(CSc2nc(C)cc(C)n2)nnc1SCC(N)=O | 16% | 8% | -2%
COc1cc2c(cc1OC)C(C)N(C(=O)/C=C/c1cc(OC)c(OC)c(OC)c1)CC2 (stereo not given) | 15µM* | 8.2µM* | 21%
CC(=O)CC(=O)NC(=NC1CCCCC1)Nc1nc(C)cc(C)n1 | ? | ? | -29%
CCOC(=O)c1c(NC(=O)c2cc(-c3ccc(Br)cc3)on2)sc(C)c1C | -4% | 2% | -17%
N#Cc1nnn(-c2ccc(Cl)cc2)c1N | 3% | 0% | -2%&-2%
Cc1cc2c(cc1S(=O)(=O)N1CCCC1)n(C)c(=O)c(=O)n2C | 2% | -1% | -5%
C=CCc1cc(Cl)ccc1OCCCn1ccnc1 | ? | 21µM* | 0%
Cc1noc(C)c1COc1ccc(C(=O)OCC(=O)N2CC3(C)CC2CC(C)(C)C3)cc1 (stereo not given) | ? | 18µM* | 1%
C#CCNC(=O)C[C@@H]1C[C@@]2(C(=O)OCC)CCC=C2N(CCC2=CCCCC2)C1=O | ? | ? | ·
CCOC(=O)C1(Cc2ccc(Cl)cc2)CCN(Cc2cnc(N)nc2)CC1 | -4% | -26% | -24%
O=C(Cn1c(=O)oc2cc(S(=O)(=O)N3CCCC3)ccc21)N1CCN(c2ccccc2)CC1 | ? | ? | -14%
O=C(O)C1CC=CCC1C(=O)Nc1ccccc1C(=O)N1CCN(c2ccccc2)CC1 (stereo not given) | ? | 21µM* | -5%
COCCn1c(=O)c(-c2ccccc2)nc2cnc(Oc3ccc(OC)cc3)nc21 | ? | -19% | -18%
N#Cc1ccccc1NC(=O)COC(=O)CN1C(=O)C2CCCCC2C1=O (stereo not given) | ? | ? | 2%
COc1ccc(CNC(=O)C2CCCN2C(=O)NCc2ccccc2)cc1 (stereo not given) | 1% | -5% | -4%
O=C(COc1ccccc1)Nc1nccs1 | -2% | -6% | -4%
CCOC(=O)CCNCc1ccc(OC)c(OC)c1 | ? | ? | 0%
COc1ccc(S(=O)(=O)N2CCN(C(=O)N3CCOCC3)C2C)cc1 (stereo not given) | -7% | -6% | -4%
CCOc1ccc(S(=O)(=O)N2CCCC(C(=O)NCc3ccncc3)C2)cc1Cl (stereo not given) | -18% | ? | -8%
Nc1nnc(SCC(=O)Nc2ccc(Cl)c(C(=O)O)c2)s1 | -1% | -10% | -6%
CCOc1c(Cl)cc(C(=O)Nc2ccccc2C(=O)O)cc1Cl | 4% | 9% | ?
O=C(CSc1nnc(CNc2cccc(C(F)(F)F)c2)n1Cc1ccco1)NCc1ccco1 | ? | ? | 1%
O=C(NCc1ccc(-c2csnn2)cc1)C1CC1 | -3% | -8% | -3%
CN(Cc1ccccc1)C(=O)COC(=O)CCC(=O)c1ccc(Cl)cc1 | -22% | 4% | -5%
CCN(CC)CCCNC(=O)c1ccc(Cn2c(SCc3ccccc3)nc3cccnc32)cc1 | ? | ? | -3%
CCOc1ccc(NC(=O)CSc2ccc(-c3cccnc3)nn2)cc1 | -8% | 2% | -18%
Cc1cccc(N=c2c([N+](=O)[O-])nn(-c3ccc(Cl)cc3)n2O)c1 | 4% | 1% | 0%
CCCCC(CCC(=O)O)(C(=O)OCC)c1csc(N)n1 (stereo not given) | 1% | -1% | -2%
O=C(NCC1CCCO1)c1cc(-c2ccncc2)nc2ccc(S(=O)(=O)N3CCOCC3)cc12 (stereo not given) | -5% | -9% | -2%
CCOC(=O)CN(C(=O)Cn1nnc(-c2ccc(C)cc2)n1)C(CC)C(=O)NC1CCCC1 (stereo not given) | -20% | -5% | 0%
CC(C)(C)c1ccc(S(=O)(=O)NCC(=O)N2CCCC2)cc1 | -6% | -12% | -7%
CCc1ccc(N(CC(=O)Nc2ccc(NC(C)=O)cc2)S(=O)(=O)c2ccccc2)cc1 | 8% | -28% | 1%
Cc1[nH]c2ccc(-c3nnc(SCC(=O)NCc4ccco4)n3Cc3ccccc3)cc2c1C | ? | 23µM* | -11%
O=C(CO/N=C/c1ccc(OC(F)F)cc1)NCc1ccco1 | ? | -2% | -3%

Continued.
molecule | DT40 TDP1 CPT | DT40 TDP1 no CPT | KAT2A inh
CCCCCCN1C[C@@H](n2cc(-c3ccc(F)cc3)nn2)[C@H](O)C[C@@H]1c1ccc(OC)cc1 | ? | ? | ·
Cn1c(NCCCN2CCOCC2)nc2c1c(=O)n(Cc1ccc(Cl)c(Cl)c1)c(=O)n2C | ? | ? | 3%
Cn1c(NCCOc2ccccc2)nc2cc(-c3ccc(F)cc3)sc2c1=O | ? | ? | ·
O=S(=O)(c1ccc(N2CCN(CCO)CC2)nc1)N1CCCCC1 | 5% | -25% | -9%
O=C(Nc1nc2ccccc2s1)C1CCN(C(=O)c2ccco2)CC1 | ? | 15µM* | 0%
COc1ccc(NC(=O)c2cc(CC(C)C)on2)cc1OC | -26% | -21% | -4%
O=C(CSc1nccn1Cc1ccc(Cl)cc1)NC1CCCC1 | -22% | -2% | 1%
COc1ccc(-c2cncc3nccn23)cc1OC | 6% | 0% | ·
CC1CCC2(CC1)NC(=O)N(CC(=O)c1ccc3c(c1)OCO3)C2=O (stereo not given) | 5% | -1% | ·
COc1cc(/C(=C/c2ccccc2)c2ccccc2)c2c(c1)oc1ccccc12 | -2%&19% | -14%&-1% | 3%
Cc1cc(C)c(C)c(S(=O)(=O)N2CCN(C(=S)NCC3CCCO3)CC2)c1C (stereo not given) | -16% | ? | 0%
COc1ccc(C2OCC3(O)C(c4ccc(OC)c(OC)c4)OCC23)cc1OC (stereo not given) | -5% | 3% | -13%
Cn1cccc1Cc1nnc(SCC(=O)NCc2ccccc2)n1-c1ccc(F)cc1 | 16µM* | ? | -3%
C/C(=N\O)C1CC(CC(=O)O)C1(C)C (stereo not given) | 0% | -2% | 5%
COc1ccc2c(c1)c(/C=N/Nc1nc3ccccc3[nH]1)c(C)n2C | 21µM* | ? | -1%
Cc1cc(C)c(O)c(-c2n[nH]c3c2C(c2cccc(O)c2)N(Cc2ccco2)C3=O)c1 (stereo not given) | ? | ? | ?
O=S(=O)(c1cccc(-c2cn3ccccc3n2)c1)N1CCCCC1 | -25% | -23% | 1%
Cc1ccc(S(=O)(=O)NN2C(=O)/C(=C/c3cccnc3)SC2=S)cc1 | -1% | -5% | 2%
Cc1ccc(-c2cc(C(F)(F)F)c(C#N)c(SCC(=O)Nc3ccccc3)n2)cc1 | ? | ? | -2%
Cc1ccc(Cn2ccc(NC(=O)c3nn(C)cc3Cl)n2)cc1 | -18% | -7% | ?
CCOc1ccccc1C1C(C(N)=O)=C(C)Nc2nc(CCCO)nn21 (stereo not given) | 3% | -18% | 2%
O=C(C[n+]1cccc2ccccc21)c1ccc(NC(=O)c2ccccc2)cc1 | 8.2µM* | 6.5µM* | 1%
COc1ccc(CCNC(=O)C2CCN(S(=O)(=O)c3ccc(C)cc3)CC2)cc1 | -25% | -25% | 0%
O=C(OCC1OC(n2ccc(=O)[nH]c2=O)C(O)C1OC(=O)c1ccccc1)c1ccccc1 (stereo not given) | -17% | -29% | 1%
Cc1cc(C)cc(OCC(=O)Nc2ccccc2C(=O)NCc2ccco2)c1 | ? | ? | -2%
Cc1ccnc2nc(C(=O)NCCc3ccc(F)cc3)nn12 | -26% | -7% | 1%
CSc1ccc(CCNC(=O)CCc2nnc3ccc(N4CCOCC4)nn23)cc1 | -19% | -14% | -4%
Cc1ccc(CCNC(=O)c2cc(S(=O)(=O)N3CCCC3)cn2C)cc1 | -21% | -23% | -3%
COc1cc(NC(=O)c2cc(-c3cccnc3)nc3ccc(Br)cc23)cc(OC)c1 | ? | 21µM* | -15%
Cn1c(NNC(=O)CCC2CCCCC2)cc(=O)n(C)c1=O | 3% | -2% | -3%

Structural class, the entries above with a furan ring, fused or not.
molecule | DT40 TDP1 CPT | DT40 TDP1 no CPT | KAT2A inh
Cc1ccc(/C=N/NC(=O)C2(O)c3ccccc3-c3ccccc32)o1 | -15% | -1% | -2%
COCCNC(=O)C(OC(=O)c1ccco1)c1ccc(OC)cc1 (stereo not given) | 11% | -15% | ·
O=C(NCc1ccco1)C(c1ccc(F)cc1)N(C(=O)Cc1cccs1)c1cccnc1 (stereo not given) | -5% | -20% | -5%
O=C(CSc1nnc(CNc2cccc(C(F)(F)F)c2)n1Cc1ccco1)NCc1ccco1 | ? | ? | 1%
Cc1[nH]c2ccc(-c3nnc(SCC(=O)NCc4ccco4)n3Cc3ccccc3)cc2c1C | ? | 23µM* | -11%
O=C(CO/N=C/c1ccc(OC(F)F)cc1)NCc1ccco1 | ? | -2% | -3%
O=C(Nc1nc2ccccc2s1)C1CCN(C(=O)c2ccco2)CC1 | ? | 15µM* | 0%
COc1cc(/C(=C/c2ccccc2)c2ccccc2)c2c(c1)oc1ccccc12 | -2%&19% | -14%&-1% | 3%
Cc1cc(C)c(O)c(-c2n[nH]c3c2C(c2cccc(O)c2)N(Cc2ccco2)C3=O)c1 (stereo not given) | ? | ? | ?
Cc1cc(C)cc(OCC(=O)Nc2ccccc2C(=O)NCc2ccco2)c1 | ? | ? | -2%
